D3 antag – D3 dopamine receptor (human) antagonism; P35462; D3R cells, DiscoveRx beta-arrestin luminescence, antagonist mode; active compounds read low; max response, negative = inhibition, %; actives 2.5% (n = 360,000); AID 652054; in the data active means max response below about -50%; inconclusive means no clear call, values can overlap the other calls; further: on the % scale 0 is the no-effect control and ±100 the full control effect; mostly tested at two doses, the higher about 12 µM
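Cells plated overnight at 1500 cells/well, then exposed to library compounds with dopamine controls for 90 minutes at 37 degrees C. DiscoveRx reagent added for 30–60 minutes at room temperature; luminescence read, quantitative HTS format.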
GLP-1R inv ag – inverse agonists of human GLP-1 receptor | Potency, µM (series often up to 38.3 µM), for the others: at the highest dose activity change, negative = inhibition, actives largely listed as inhibitors | AID 624417 | HEK293 GLP-1R CRE-luciferase, luminescence, 24 h; GLP-1R form is constitutively active | P43220 | actives 1.6% (n = 410,000); further: potency means the concentration at half of the fitted maximal effect; on the % scale 0 is the no-effect control and ±100 the full control effect; nearly all actives have a fitted effect of over 55% in size
Target sequence (P43220 whole entry, looked up): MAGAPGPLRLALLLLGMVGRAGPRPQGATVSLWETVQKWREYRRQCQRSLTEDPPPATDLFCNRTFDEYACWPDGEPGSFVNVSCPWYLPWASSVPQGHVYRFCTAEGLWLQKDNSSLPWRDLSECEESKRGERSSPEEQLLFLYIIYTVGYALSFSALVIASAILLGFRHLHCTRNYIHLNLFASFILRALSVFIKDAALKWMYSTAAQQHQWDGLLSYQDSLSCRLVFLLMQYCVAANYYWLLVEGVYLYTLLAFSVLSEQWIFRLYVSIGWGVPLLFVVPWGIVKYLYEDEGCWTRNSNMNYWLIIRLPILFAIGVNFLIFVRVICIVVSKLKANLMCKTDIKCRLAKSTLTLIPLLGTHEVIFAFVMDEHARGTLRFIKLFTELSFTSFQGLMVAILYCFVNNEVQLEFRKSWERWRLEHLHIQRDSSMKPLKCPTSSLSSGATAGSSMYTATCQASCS
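HEK293 cells stably co-expressing constitutively active GLP-1R and a cAMP-responsive luciferase reporter were seeded in DMEM with 10% Nu serum, given compounds after 12 h, and incubated 24 h at 37 deg C. Luminescence was then read.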
PI5P4K alpha inh – inhibitors of human PI5P4K alpha. P48426. PI5P4Kalpha enzyme, ADP-Glo luminescence, 60 min; active compounds read low. max response, %. actives 1.2% (n = 330,000); active means max response of -50% or lower; inconclusive means between -30% and -50%; inactive means -30% or higher; further: value at the top dose of about 77 µM; on the % scale 0 is the no-effect control and ±100 the full control effect
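Quantitative HTS of the MLSMR library against PI5P4Kalpha with substrate. ATP added last at 5 microM final; room temperature, 60 minutes. Remaining ATP depleted, ADP converted and read as luminescence.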
WRN helicase inh – WRN helicase (human) inhibition. Q14191. WRN helicase unwinding, fluorescent forked duplex, kinetic. Potency, µM (top dose mostly 114 µM), for inactives: top-dose activity change, negative = inhibition, most hits filed as inhibitors. actives 0.46% (n = 360,000); further: potency means the concentration at half of the fitted maximal effect; on the % scale 0 is the no-effect control and ±100 the full control effect; nearly all actives have a fitted effect of over 55% in size
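Kinetic fluorescence helicase assay: unwinding of a quenched forked DNA duplex (100 nM final) with 2 mM ATP final raises red fluorescence (525/598 nm). Compounds sat 15 min at room temperature with 20 nM WRN beforehand.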
PLK1 PBD inh – PLK1 (human) polo-box domain binding inhibition; P53350; Plk1 PBD binding of FITC phosphopeptide, fluorescence polarization; Potency, µM, without a hit: max response, negative = inhibition, usual class: inhibitors; actives 2.8% (n = 360,000); further: potency means the concentration at half of the fitted maximal effect; series mostly up to about 57 µM; on the % scale 0 is the no-effect control and ±100 the full control effect; nearly all actives have a fitted effect of over 65% in size
Target sequence (P53350 whole entry, looked up, the tested form may be a part): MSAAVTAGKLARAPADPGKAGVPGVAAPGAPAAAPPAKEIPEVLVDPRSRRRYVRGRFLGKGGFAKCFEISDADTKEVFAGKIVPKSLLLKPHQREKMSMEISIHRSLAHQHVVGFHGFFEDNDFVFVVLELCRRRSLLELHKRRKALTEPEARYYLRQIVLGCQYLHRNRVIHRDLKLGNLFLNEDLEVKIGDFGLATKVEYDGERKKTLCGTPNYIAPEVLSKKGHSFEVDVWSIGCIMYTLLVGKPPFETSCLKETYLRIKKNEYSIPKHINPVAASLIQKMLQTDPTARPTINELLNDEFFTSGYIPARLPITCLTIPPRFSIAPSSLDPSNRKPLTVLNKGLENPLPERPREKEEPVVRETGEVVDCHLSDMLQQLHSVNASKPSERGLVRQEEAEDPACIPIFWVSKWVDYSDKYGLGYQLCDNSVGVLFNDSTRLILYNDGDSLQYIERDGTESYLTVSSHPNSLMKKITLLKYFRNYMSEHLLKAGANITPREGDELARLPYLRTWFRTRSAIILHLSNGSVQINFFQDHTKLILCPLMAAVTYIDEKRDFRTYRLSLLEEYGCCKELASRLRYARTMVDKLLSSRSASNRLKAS
DRD3 agonist – D3 dopamine receptor (human) agonism; P35462; D3R DiscoveRx beta-arrestin cells, luminescence, 90 min; max activation, %; actives 0.58% (n = 410,000); AID 652048; in the data active means max activation above about 30%; further: 0% is about no effect; mostly tested at two doses, the higher about 12 µM
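Agonist mode: compounds and dopamine controls were applied to plated cells for 90 min at 37 degrees C after an overnight attachment at 1500 cells/well. Luminescent read-out followed 30 - 60 minutes at room temperature with DiscoveRx detection reagent.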
GLP1R ag – activates the human GLP-1 receptor. AID 624172. Potency, µM (series often up to 45.6 µM), inactives show at the top dose activation, hits mostly activators. HEK293 GLP-1R CRE-luciferase, luminescence, 4-6 h; cells express a hypersensitive GLP-1R form. actives 0.007% (n = 380,000); further: potency means the concentration at half of the fitted maximal effect; % of control where 0% means no effect
HEK293 tox – cytotoxicity in counter-screen for GLP-1R inverse agonists; Potency, µM (titrated, usually from 38.3 µM), without a hit: top-dose activity change, negative = inhibition, usual class: inhibitors; actives 0.13% (n = 410,000); HEK293 cAMP-luciferase reporter cells, luminescence, 24 h;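 further: loss of luciferase light is scored as toxicity; potency means the concentration at half of the fitted maximal effect; on the % scale 0 is the no-effect control and ±100 the full control effect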
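Luminescence readout: signal drop marks cytotoxicity. Plated cells grew 12 h at 37 °C, 5% CO2, received 23 nL compound for 24 h, then got luciferase reagent, read after 12 min at RT.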
IL-2 act – activators of IL-2; IL-2 activation reporter assay, cell-based qHTS; stimulated with anti-CD3/CD4/CD28 beads; in transgenic mouse T cells; activation, % (series mostly up to about 46 µM); actives 0.065% (n = 360,000); in the data active means activation above about 50%; inconclusive means mostly about 30% to 49%; further: 0% is about no effect
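Readout is EGFP and DsRed signal by fluorescent plate cytometry after 18 h at 37 degrees C. Transgenic mouse T cells (750/well) received compound for 60 min before bead stimulation (anti-CD3, anti-CD4, anti-CD28); memory T cells served as non-tolerant control.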
Active calls of the source: *; ? = inconclusive; nt = not tested or not shown; [ ] = another dose, or the depositor's remark. Unless noted, the call rests on the fitted dose curve; in most records, active means well fitted curve in the direction sought with a large enough effect; inconclusive means small, poorly fitted or top-dose-only effect, or another doubt; inactive means no such curve, though single readings can be large; an effect the other way counts as inactive or inconclusive.

Compound	D3 antag	GLP-1R inv ag	PI5P4K alpha inh	WRN helicase inh	PLK1 PBD inh	DRD3 agonist	GLP1R ag	HEK293 tox	IL-2 act
CC(C)NC(=O)c1ccccc1NC(=O)CCc1ccccc1	-10	0%	2	17%	-6%	4	-2%	-8%	-4.4
Cc1ccc2c(c1)C(=O)c1c(C(=O)O)cccc1-2	12	31%	-7	2%[57.1 µM]	-27%	1	0%	1%	-0.4
CC(=O)Nc1ccc(-n2cc(-c3ccccc3)[nH]c2=S)cc1	-24	20%	-11	-2%	-16%	-8	10%	7%	-2.7
COc1ccc2c(c1)CC/C(=C\c1ccc(C)o1)C2=O	-15	-7%	2	-6%	-5%	2	13%	-1%	-1.7
CCCc1cc(=O)oc2cc(OCC(=O)NCCc3ccc(S(N)(=O)=O)cc3)ccc12	-1	18%	-7	-5%	-6%	1	7%	-7%	-2.7
COc1ccc(C)cc1S(=O)(=O)N1CCN(C)CC1c1ccccc1 (stereo not drawn)	-3	-7%	8	-19%	-18%	-9	2%	7%	-1.3
COc1ccc(-c2nc3ccc(N4CCCC4)cc3c(=O)[nH]2)cc1OC	21	5%	9	?	-3%	1	-2%	56%[activator]	1.5
COc1ccc(-c2onc3ccc(C(C)=O)cc23)cc1	21	19%	3	-4%	?	2	-7%	166%[activator]	5.8
O=C1c2ccccc2C(=O)N1N=Cc1ccc2c(c1)OCO2	15	14%	2	0%	-2%	8	-1%	-14%	-3.0
CN(CC(=O)Nc1ccc(Cl)c(C(F)(F)F)c1)C(=O)c1ccc(OCC2CCCO2)cc1 (stereo not drawn)	-2	?	20	-6%	-7%	2	-1%	-13%	-4.7
CC1CCC(NC(=O)C2CCN(c3c4c(nc5ncnn35)CCC4)CC2)CC1 (stereo not drawn)	8	3%	-2	-3%	-10%	8	16%	5%	-4.7
CC1CCCN(C(=O)/C(=C/c2ccco2)NC(=O)c2ccccc2)C1 (stereo not drawn)	-30	0%	-6	-3%	-13%	0	6%	-4%	-3.6
CCCn1c(CNC(=O)c2cccs2)nc2ccccc21	-13	0%	6	7%	-5%	-12	-3%	11%	0.0
Cc1nc(Cl)sc1C(=O)O	-11	4%	2	-10%	-4%	-1	17%	2%	-0.5
C=C1C2=C(C(=O)N1OC)[C@@H](O)[C@@](C)(O)[C@@H](CCCCC)O2	-10	13%	4	-15%	-11%	2	-18%	7%	0.6
O=C(O)c1cccc(CSc2nnc(-c3ccc(Cl)cc3)o2)c1	-7	17%	-5	7%	-2%	3	4%	4%	1.4
O=C(COc1ccc2c3c(c(=O)oc2c1)CCC3)NC1CCN(Cc2ccccc2)CC1	10	17%	4	-9%	-6%	-10	-2%	-7%	2.3
O=C(NCc1ccc(F)cc1)C(=O)NCC1OCCN1S(=O)(=O)c1cc(F)ccc1F (stereo not drawn)	0	-48%	-24	-8%	1%	-3	1%	-2%	-1.6
O=C(NC(=S)N(CCc1ccccc1)CCc1ccccc1)c1ccco1	-27	?	-6	-19%[57.1 µM]	-17%	-6	-4%	4%[1.53 µM]	-0.7
CC1CCN(C(=O)CN2c3cccc4cccc(c34)S2(=O)=O)CC1	5	-13%	0	-2%	1%	1	-4%	-34%	1.6
O=C(CSc1ncnc2ccccc12)Nc1cc(S(=O)(=O)N2CCCCC2)ccc1Cl	-18	?	-1	3%	7%	4	2%	1%	-4.9
c1ccc(-c2ccc(-c3cnc4n3CCCCC4)cc2)cc1	-25	5µM*	-4	-22%	-8%	-9	-1%	?	-1.8
CC(C)C[C@H]1CNC(=O)C(=O)N1C[C@@H]1CCCN1C[C@H](Cc1ccccc1)N1C[C@H](CC(C)C)N(CC2CCCCCC2)C(=O)C1=O	-1	25%	-1	1%	3%	4	-1%	2%	0.9
O=C(NCCNc1ccc([N+](=O)[O-])cc1)c1cc(F)c(F)cc1Cl	-16	-23%	-8	7%	-1%	1	-1%	-31%	0.3
COC(=O)c1c(N2C(=O)CC(Sc3ccccc3C(=O)O)C2=O)sc(C)c1C (stereo not drawn)	-3	1%[7.66 µM]	-8	?	?	0	2%	22%[7.66 µM]	-0.8
CC1CN(C(=O)c2cc3cc([N+](=O)[O-])ccc3s2)CC(C)O1 (stereo not drawn)	6	15%	-5	0%	-6%	9	4%	3%	-5.5
O=C(Cc1ccsc1)NNC(=O)c1ccc(F)cc1	23	14%	-25	-9%	-1%	3	-1%	1%	0.3
COc1ccc(N2C(=O)CC(Sc3nc(C)cc(C)n3)C2=O)cc1OC (stereo not drawn)	-23	2%	3	8%	-2%	4	11%	3%	0.5
O=C(CC[C@H]1O[C@@H](n2ccc(=O)[nH]c2=O)[C@H](O)[C@@H]1O)N1CCN(Cc2cccc3ccccc23)CC1	0	17%	-7	-10%	-2%	-9	-4%	-3%	-0.3
CCSc1nc2cc(S(=O)(=O)N3CCOCC3)ccc2o1	-5	6%	-26	6%	3µM*	-4	-2%	-1%	-0.7
COc1ccccc1-c1cc2c(c3c1ccn3C)C1CCC2C1 (stereo not drawn)	-8	-16%	?	4%	-8%	-7	2%	10%	0.0
Cc1ccccc1C(OCC(O)CN1CCCCC1CCO)c1ccccc1 (stereo not drawn)	-53*	10µM*	1	-8%	-12%	-1	4%	11%	-1.3
C/C(=N\Nc1ccc(S(N)(=O)=O)cc1[N+](=O)[O-])c1cccs1	-15	30%	-4	2%	-11%	-23	-4%	-2%	0.3
COc1ccc(N=C2S/C(=C\c3ccc(OC(C)C(=O)O)c(OC)c3)C(=O)N2CCc2c[nH]c3ccccc23)cc1 (stereo not drawn)	26	?	-54*	-12%	?	9	2%	?	-3.2
O=C(Nc1ccc(Br)cc1)c1cccc(N2C(=O)C3CCCCC3C2=O)c1 (stereo not drawn)	-5	-7%	4	-27%	3%	-8	1%	0%	-3.8
CNC(=O)Cn1ncc2c(C)n(Cc3ccc(C)cc3)c(C)c2c1=O	10	-17%	-4	4%	0%	9	-3%	-12%	1.6

More structures.
canonical_smiles | D3 antag | GLP-1R inv ag | PI5P4K alpha inh | WRN helicase inh | PLK1 PBD inh | DRD3 agonist | GLP1R ag | HEK293 tox | IL-2 act
CC1(C)CC(=O)c2cc(NC(=O)c3ccc(F)cc3)c(=O)oc2C1 | -10 | -4% | 4 | -7% | -5% | 1 | 1% | -9% | -2.5
C=CCNC(=O)c1ccc(C2SCC(=O)N2Cc2ccco2)cc1 (stereo not drawn) | -1 | 0% | -20 | -39% | -18% | -4 | 6% | -4% | -0.9
O=C(CC1Oc2ccccc2NC1=O)NCCCN1CCN(Cc2ccccc2)CC1 (stereo not drawn) | ? | -16% | 1 | -6%[11.6 µM] | -6% | -9 | 1% | -2% | -2.2
COc1ccccc1N=CC=C1OC(C)(C)C(C)(C)O1 | 0 | 2.2µM* | -11 | 7% | -13% | 1 | 0% | 16% | 0.5
O=C(NCCCN1CCCC1=O)NC1CCCCC1 | -16 | 3% | nt | 4% | -1% | 1 | -6% | 6% | -1.5
O=C(COC(=O)CCc1c[nH]c2ccccc12)NCc1ccc2c(c1)OCO2 | 6 | 13% | 5 | 5% | 1% | 9 | 1% | -3% | -5.6
O=C(NCCCN1CCOCC1)c1cc(-c2ccc(Cl)c(Cl)c2)on1 | -6 | -8% | 2 | 12% | -5% | 2 | 1% | -7% | 0.0
CCc1noc(C)c1C(=O)NCCc1ccccc1 | -7 | 31%[activator] | 3 | 2% | -10% | 6 | 11% | 1% | 0.7
CCN(CC(=O)Nc1c(F)cccc1F)C(=O)c1ccc(-c2ccc(C(C)=O)cc2)o1 | -4 | 9% | -3 | 4% | -11% | -3 | 8% | -15% | 1.7
Cc1cccc(-c2nc3c(c(SCC(=O)N4CCOCC4)n2)CCCC3)c1 | 13 | ? | -1 | -1% | -9% | -5 | 17% | 0% | -0.3
O=C(CSc1nnnn1-c1ccccc1)Nc1ccc(N2CCOCC2)c(Cl)c1 | -8 | -9% | nt | 0% | -1% | -4 | 4% | -9% | -1.2
COC(=O)C1=C(C)NC2=C(C(=O)CC(C)(C)C2)C1c1ccccn1 (stereo not drawn) | -17 | -11% | nt | -14% | 1% | -8 | 4% | 58%[activator] | -1.9

Shown field by field: part of the list above
O=C(NCCCN1CCOCC1)c1cc(-c2ccc(Cl)c(Cl)c2)on1
- D3 antag: -6
- GLP-1R inv ag: -8%
- PI5P4K alpha inh: 2
- WRN helicase inh: 12%
- PLK1 PBD inh: -5%
- DRD3 agonist: 2
- GLP1R ag: 1%
- HEK293 tox: -7%
- IL-2 act: 0.0

CCc1noc(C)c1C(=O)NCCc1ccccc1
- D3 antag: -7
- GLP-1R inv ag: 31%[activator]
- PI5P4K alpha inh: 3
- WRN helicase inh: 2%
- PLK1 PBD inh: -10%
- DRD3 agonist: 6
- GLP1R ag: 11%
- HEK293 tox: 1%
- IL-2 act: 0.7

CCN(CC(=O)Nc1c(F)cccc1F)C(=O)c1ccc(-c2ccc(C(C)=O)cc2)o1
- D3 antag: -4
- GLP-1R inv ag: 9%
- PI5P4K alpha inh: -3
- WRN helicase inh: 4%
- PLK1 PBD inh: -11%
- DRD3 agonist: -3
- GLP1R ag: 8%
- HEK293 tox: -15%
- IL-2 act: 1.7

Cc1cccc(-c2nc3c(c(SCC(=O)N4CCOCC4)n2)CCCC3)c1
- D3 antag: 13
- GLP-1R inv ag: ?
- PI5P4K alpha inh: -1
- WRN helicase inh: -1%
- PLK1 PBD inh: -9%
- DRD3 agonist: -5
- GLP1R ag: 17%
- HEK293 tox: 0%
- IL-2 act: -0.3

From PubChem
